Bioassay records deposited in PubChem by National Center for Advancing Translational Sciences (NCATS).
Mm-Cpn inhibitor: Inhibitors of TCP-1 ring complex (TRiC) of Methanococcus maripaludis (MmCpn): qHTS; Chaperonin Mm-Cpn (Methanococcus maripaludis); purified Mm-Cpn ATPase, ADP Transcreener TR-FRET; Potency, µM (titrated, usually from 76.9 µM), without a hit: at the highest dose activity, negative = inhibition, hits mostly inhibitors; 330,000 tested, 0.031% active; also: potency is read from the fitted curve at half-maximal effect; % is scaled to controls: 0 for no effect and ±100 for the full control effect; nearly all actives have a fitted effect of over 80% in size
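Quantitative HTS used 25 nM Mm-CPN and 10 uM ATP in magnesium/KCl Tris buffer, pH 7.4, with 1 mM DTT. Hydrolysis ran 30 min at 37°C; ADP was read by HTRF.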
A549 viability: Nrf2 qHTS screen for inhibitors: counterscreen for cytotoxicity. A549 ARE-Fluc cells, CellTiter-Fluor viability, 18-24 h. Potency, µM (highest dose often 46 µM), for the others: at the highest dose activity change, negative = cytotoxicity, usual class: inhibitors. 390,000 tested, 0.16% active. AID 504648, 2011; also: potency is read from the fitted curve at half-maximal effect; % is scaled to controls: 0 for no effect and ±100 for the full control effect
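Cytotoxicity counterscreen: CellTiter-Fluor fluorescence was measured in A549 ARE_Fluc cells after 18-24 h of compound exposure in a concentration series. The subsequent BugLite luminescent read reports ARE-luciferase activity.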
Akt phos inh: HTS Assay for Inhibitors of Akt Phophorylation: Primary Screen. Neuro2A IGF-stimulated pAkt S473 HTRF, 20 min; active compounds read low. activity change, % for hits at 50 µM. 360,000 tested, 0.32% active; in the data active = activity change below about -80%; inconclusive = mostly about -51% to -80%; also: % is scaled to controls: 0 for no effect and ±100 for the full control effect
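Single-point screen (50 µM final compound) in Neuro2A cells stimulated 20 min with 6 nM IGF at 37 deg C. After lysis, Ser473-phosphorylated Akt read by HTRF (ex 330 nm, em 615/665 nm) as the 665/615 ratio.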
Nrf2 activator: qHTS of Nrf2 Activators; Potency, µM (top dose mostly 46.1 µM), without a hit: top-dose activation, actives largely listed as activators; AID 624171, 2012; AREc32 ARE-luciferase reporter (MCF7-derived line), luminescence, 24 h; 410,000 tested, 0.31% active; also: potency is read from the fitted curve at half-maximal effect; % of control where 0% means no effect; nearly all actives have a fitted effect of over 65% in size
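Luciferase luminescence (Steady-Glo, 30 min at room temperature) served as the read-out of ARE activation in AREc32 cells treated with compounds for 24 hr at 37 deg C.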
EPAC2 antag: qHTS for Antagonist of cAMP-regulated guanine nucleotide exchange factor 2 (EPAC2): primary screen | Rap guanine nucleotide exchange factor 4 (Homo sapiens), Q8WZA2 | EPAC2 GEF exchange of Rap1B-BODIPY-GDP, fluorescence | Potency, µM (titrated, usually from 114 µM), for inactives: top-dose activity, negative = inhibition, usual class: inhibitors | 360,000 tested, 0.18% active; also: potency is read from the fitted curve at half-maximal effect; % is scaled to controls: 0 for no effect and ±100 for the full control effect; nearly all actives have a fitted effect of over 45% in size; many of its hits are not listed in these tables
Target sequence (Q8WZA2 whole entry, looked up): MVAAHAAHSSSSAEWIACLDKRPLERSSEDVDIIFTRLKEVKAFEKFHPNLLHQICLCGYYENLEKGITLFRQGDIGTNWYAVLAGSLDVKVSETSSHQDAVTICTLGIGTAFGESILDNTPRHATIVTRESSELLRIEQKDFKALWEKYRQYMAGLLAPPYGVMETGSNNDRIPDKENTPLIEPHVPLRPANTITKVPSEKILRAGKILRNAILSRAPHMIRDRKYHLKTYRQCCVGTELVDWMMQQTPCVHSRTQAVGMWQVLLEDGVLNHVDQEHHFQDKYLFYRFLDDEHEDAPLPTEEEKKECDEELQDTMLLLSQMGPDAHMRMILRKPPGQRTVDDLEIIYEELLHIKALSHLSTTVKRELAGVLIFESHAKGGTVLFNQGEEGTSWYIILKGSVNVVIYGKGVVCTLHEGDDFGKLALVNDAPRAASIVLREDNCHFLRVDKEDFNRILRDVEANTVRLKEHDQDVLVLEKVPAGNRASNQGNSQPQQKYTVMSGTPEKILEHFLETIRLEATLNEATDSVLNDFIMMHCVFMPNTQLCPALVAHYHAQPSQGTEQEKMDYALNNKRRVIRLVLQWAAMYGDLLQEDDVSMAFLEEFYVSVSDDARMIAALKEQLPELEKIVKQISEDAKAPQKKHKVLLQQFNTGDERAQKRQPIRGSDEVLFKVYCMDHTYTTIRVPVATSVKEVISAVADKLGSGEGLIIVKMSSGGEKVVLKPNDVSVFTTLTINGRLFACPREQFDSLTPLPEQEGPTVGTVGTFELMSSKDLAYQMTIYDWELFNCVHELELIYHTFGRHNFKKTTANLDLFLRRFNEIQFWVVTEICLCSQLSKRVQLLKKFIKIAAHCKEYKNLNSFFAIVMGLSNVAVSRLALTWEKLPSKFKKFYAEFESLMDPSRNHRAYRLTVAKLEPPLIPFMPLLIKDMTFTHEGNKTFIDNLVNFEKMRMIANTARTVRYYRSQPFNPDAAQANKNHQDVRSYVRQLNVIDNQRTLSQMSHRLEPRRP
EPAC2 ag: qHTS for Agonist of cAMP-regulated guanine nucleotide exchange factor 4 (EPAC2): primary screen; Rap guanine nucleotide exchange factor 4 (Homo sapiens), Q8WZA2; EPAC2 activation, biochemical qHTS; response scale: 100% = 6.5 mM cAMP response; Potency, µM (series often up to 154 µM), for inactives: top-dose activation, hits mostly activators; 360,000 tested, 0.079% active; also: potency is read from the fitted curve at half-maximal effect; nearly all actives have a fitted effect of over 50% in size
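EPAC2 (100 nM) mixed with Rap1B loaded with BODIPY-GDP (250 nM) plus 50 uM unlabeled GDP; compounds pinned in, 5 min RT, then read every 5 min for 30 min (ex 480, em 540 nm). Normalized to cAMP control.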
TGFb inhibitor: qHTS for Inhibitors of TGF-b | HepG2 CAGA-GFP TGF-b/SMAD3 reporter, GFP fluorescence, 18 h; TGF-beta stimulated, 500 pg/mL final | Potency, µM (doses to about 46.1 µM), for inactives: at the highest dose activity, negative = inhibition, actives largely listed as inhibitors | 410,000 tested, 1.2% active | AID 588855, 2011; also: potency is read from the fitted curve at half-maximal effect; % is scaled to controls: 0 for no effect and ±100 for the full control effect; nearly all actives have a fitted effect of over 65% in size
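HEPG2 CAGA-GFP, 1000 cells/well; 2 h settle, 37 C; cpd via pin tool; TGF-b 500 pg/mL final; 18 h, 37 C; GFP imaging ex488/em500-530; %Activity normalised to -TGF-b and +DMSO controls; CRC fit, curve class.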
Nrf2 inh: Nrf2 qHTS screen for inhibitors. 360,000 tested, 2.1% active. A549 ARE-Fluc reporter, luciferase luminescence, 18-24 h. Potency, µM (top dose mostly 46 µM), inactives show at the highest dose activity change, negative = inhibition, actives largely listed as inhibitors; also: potency is read from the fitted curve at half-maximal effect; % is scaled to controls: 0 for no effect and ±100 for the full control effect; nearly all actives have a fitted effect of over 60% in size
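Nrf2 activity is the BugLite luminescence, read 15 min after reagent at room temperature, following CellTiter-Fluor cytotoxicity readout (30 min, 37C). Compound titrations were applied for 18-24 h to 5000 A549 ARE_Fluc cells/well in 5% FBS OPTI-MEM.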
CCT modulator: High-Throughput Screening for Modulators of Cytosolic Chaperonin Activity; purified chaperonin ATPase assay, HTRF ADP detection, 30 min; activity change, % (no concentration beside the values), hits read low; 360,000 tested, 0.3% active; AID 651819, 2012; in the data active = activity change below about -30%; also: % is scaled to controls: 0 for no effect and ±100 for the full control effect
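ATPase activity: ADP formed was measured by HTRF Transcreener (665/615 nm ratio) after 30 min at 37 deg C with 10 uM ATP. Compounds screened at one 76 uM concentration against 40 or 20 nM TRiC in Tris pH 7.4/KCl/MgCl2/DTT buffer.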
The depositor's hits bear a star; i = inactive; ? = inconclusive; · = not tested or not shown; & = joins results of further samples. Unless noted, calls follow the shape of the dose curve; as a rule, active = well fitted curve in the direction sought with a large enough effect; inconclusive = small, poorly fitted or top-dose-only effect, or another doubt; inactive = no such curve, though single readings can be large; an effect the other way counts as inactive or inconclusive. Some of the compounds tested; rates above refer to the full screens.

smiles	Mm-Cpn inhibitor	A549 viability	Akt phos inh	Nrf2 activator	EPAC2 antag	EPAC2 ag	TGFb inhibitor	Nrf2 inh	CCT modulator
CCCCCn1nnnc1C1c2ccccc2C(=O)N1Cc1ccco1 (stereo not drawn)	·	·	i	0.3%	3%	-2%	·	·	-11
O=C(CS(=O)(=O)Cc1ccccc1)Nc1ccccn1	2%	9%	i	-1.3%	3%	2%	10%	3%	-0.8
COc1ccc(C(=O)CSc2nc(-c3ccccn3)nc(C)c2Cl)cc1	-2%	-22%	i	3.3%	-3%	15%	-18%	?	-0.2
CCN(CC(=O)NCc1ccc(F)cc1)C(=O)/C=C/c1ccco1	0%	7%	i	-1.1%	7%	2%	-9%	1%	1.6
CCNc1nc(NC(C)C)nc(Oc2ccc(OCc3ccccc3)nn2)n1	1%	-10%	i	2.2%	-11%	-2%	-4%	-8%	1.6
CNC(=O)c1ccc(NC(=O)c2cc(S(=O)(=O)N(C)C)ccc2N2CCCC2)cc1	-1%	-9%	i	0.5%	-4%	10%	0%	-3%	-6.5
Cc1ccc(NS(=O)(=O)c2ccc(/C=C/C(=O)O)cc2)cc1Cl	2%	-6%	i	0.3%	-5%	5%	-10%	-7%	0.3
O=C(Nc1nnc([C@H]2C[C@H](O)[C@@H](CO)O2)s1)NC(c1ccccc1)c1ccccc1	·	·	i	0.7%	2%	7%	18%	·	1.3
Cc1c(NS(=O)(=O)c2cccc(C(=O)OCC(=O)c3ccc(Cl)cc3)c2)c(=O)n(-c2ccccc2)n1C	·	3%	i	-0.1%	1%	16%	-1%	-18%	-3.4
Cn1c(COc2ccccc2)nnc1SCCC(=O)Nc1ccccc1	1%	2%	i	-0.7%	-1%	12%	1%	-11%	-11
COc1ccccc1CCC(=O)Nc1nc2ccccc2[nH]1	-1%	-16%	i	4.8%	12%	-5%	-6%	5%	0.5
Cc1n[nH]c(=O)c2c(NC(=O)CSc3nn(-c4ccc(F)cc4)c(=S)s3)oc(C)c12	0%	0%	i	2.2%	-8%	1%	-29%	-22%	-0.1
COc1cc(/C=N/NC(=O)CNC(=O)/C=C/c2ccco2)cc(OC)c1OC	-2%	3%	i	5.3%	-4%	7%	-12%	?	-2.3
Cc1ccc(S(=O)(=O)N(C)C(C)CCc2ccco2)cc1 (stereo not drawn)	1%	3%	i	3.0%	-26%	13%	-12%	-7%	-2.8
Cc1ccc2nc(SCC(=O)Nc3ccc4c(c3)OCCO4)[nH]c2c1	2%	13%	i	1.6%	-3%	15%	2%	9%	-2.1
COc1ccc(S(=O)(=O)N2CCCc3ccccc32)cc1OC	2%	8%	i	0.1%	?	-1%	?	11%	0.6
CN1c2ccccc2C(=O)NC1c1ccc(Cl)cc1 (stereo not drawn)	1%	13%	i	0.0%	-15%	-1%	-10%	8%	-1.0
Cc1cc(-n2c(SCC(=O)Nc3ccc(Br)cc3)nc3n[nH]c(C)c3c2=N)ccc1Cl	-2%	?	i	2.8%	-4%	-2%	-11%	?	-3.4
CC(NC(=O)CSc1nc2ccccc2n1CCC#N)c1ccc(F)cc1 (stereo not drawn)	-1%	-2%	i	-0.3%	0%	-14%	-1%	1%	-0.1
COc1cc(OC)cc(C(=O)N[C@H](C(=O)OCC(=O)Nc2ccc3c(c2)OCO3)C(C)C)c1	?	3%	i	2.6%	?	2%	-8%	21%	0.2
COc1ccc(S(=O)(=O)N(C)C[C@H]2Oc3c(NC(=O)Nc4c(C)noc4C)cccc3C(=O)N([C@H](C)CO)C[C@@H]2C)cc1	-2%	6%	i	-1.5%	-4%	-2%	?	6%	1.4
Cc1ccc(CNC(=O)c2ccc(N3CCC4(CC3)CC(c3ccccc3)=NO4)c(N)c2)cc1	-11%	-12%	i	-0.2%	9%	-3%	-9%	?	3.3
S=c1[nH]nc(-c2ccccn2)n1/N=C/c1cccs1	-1%	-7%	i	3.2%	0%	-1%	2%	-4%	-32*
CCCc1cc(=O)[nH]c(SCC(=O)Nc2sc3c(c2C(N)=O)CCCC3)n1	-10%	-1%	i	3.4%	13%	-2%	0%	-10%	-2.1
CCCCN(C)Cc1c(O)ccc2c(=O)c(-c3ccccc3OC)coc12	-9%	1%	i	0.5%	11%	6%	-2%	1%	0.2
O=C(Nc1ccc2c(c1)CCCN2C(=O)c1cccs1)c1cccc(F)c1	0%	11%	i	-1.8%	8%	3%	-16%	?	1.8
COc1ccc(CCN2Cc3c(N)cccc3C2=O)cc1OC	0%	3%	i	-0.4%	-4%	17%	-5%	-10%	1.9
Cc1c(C(c2ccc(N(C)C)cc2)c2c(C)n(C)n(-c3ccccc3)c2=O)c(=O)n(-c2ccccc2)n1C	0%	?	i	0.4%	3%	-1%	1%	13%	0.8
Cc1cc(/C=N/NC(=O)C(=O)NCc2ccccn2)c(C)n1-c1ccccc1	-1%	3%	i	2.2%	2%	10%	16%	11%	-2.2
O=C(COC(=O)c1ccc([N+](=O)[O-])o1)Nc1nc2ccccc2s1	?	-3%	i	20%	2%	-7%	-4%	7%	-1.8
CCCC(=O)NCCc1ccc(F)cc1	2%	0%	i	0.1%	20%	-2%	-5%	8%	2.1
CCN(CC)S(=O)(=O)c1ccc(OC)c(NC(=O)c2cc([N+](=O)[O-])ccc2N2CCOCC2)c1	·	·	i	-1.4%	8%	8%	0%	·	2.1
CC(=O)c1cccc(NC(=O)NCc2cccnc2)c1	·	?	i	-0.2%	-3%	9%	-5%	-4%	-3.0
CC1CCN(C(=O)CN(c2ccccc2)S(=O)(=O)N(C)C)CC1	0%	-8%	i	-0.3%	0%	10%	-3%	2%	-0.5
C[C@@H](CSc1ccc(Br)cc1)CN1CC[C@H](O)CCC1=O	3%	-4%	i	-0.3%	-22%	12%	13%&20%	9%	-3.0
Cc1cc(C)nc(SCC(=O)Nc2nc(-c3ccccc3)c(-c3ccccc3)o2)n1	2%	-6%	i	3.6%	-4%	-4%	3%	-14%	0.6
COc1ccc(NC(=O)CN(C)C(=O)/C=C/c2cn(Cc3ccccc3)nc2-c2cccnc2)cc1	0%	0%	i	0.4%	-5%	12%	-19%	-7%	-6.7
O=c1[nH]c(CSc2ncccn2)nc2c1cnn2-c1ccccc1	-1%	1%	i	2.7%	-3%	-7%	-7%	13%	-2.4
CC(NS(=O)(=O)c1ccc(Br)cc1)C(N)=O (stereo not drawn)	1%	3%	i	-0.6%	-3%	9%	?	5%	-3.6
Cc1ccc(S(=O)(=O)N2CCN(C3CC(=O)N(Cc4ccccc4)C3=O)CC2)cc1C (stereo not drawn)	2%	11%	i	-0.1%	2%	4%	-14%	9%	3.2
CC(=O)N1CCN(C(=O)c2ccc(Cl)c(S(=O)(=O)N3CC(C)OC(C)C3)c2)CC1 (stereo not drawn)	-2%	0%	i	-0.7%	4%	4%	3%	-7%	0.5
CC(/C=C1\SC(=S)N(NS(=O)(=O)c2ccc(C)cc2)C1=O)=C\c1ccccc1	0%	-15%	i	6.3%	35µM*	-1%	-28%	-13%	0.1
CCOc1ccc(CCNC(=O)CS(=O)Cc2nc(-c3ccc(OC)c(OC)c3)oc2C)cc1OCC (stereo not drawn)	2%	0%	i	0.0%	-5%	8%	3%	-15%	0.1
CCc1cccc(C)c1NC(=O)Nc1c(Br)cnn1C	0%	?	i	0.4%	4%	4%	-9%	6%	0.2

Taken from above (5 entries):
smiles	Mm-Cpn inhibitor	A549 viability	Akt phos inh	Nrf2 activator	EPAC2 antag	EPAC2 ag	TGFb inhibitor	Nrf2 inh	CCT modulator
O=C(Nc1ccc2c(c1)CCCN2C(=O)c1cccs1)c1cccc(F)c1	0%	11%	i	-1.8%	8%	3%	-16%	?	1.8
COc1ccc(CCN2Cc3c(N)cccc3C2=O)cc1OC	0%	3%	i	-0.4%	-4%	17%	-5%	-10%	1.9
Cc1c(C(c2ccc(N(C)C)cc2)c2c(C)n(C)n(-c3ccccc3)c2=O)c(=O)n(-c2ccccc2)n1C	0%	?	i	0.4%	3%	-1%	1%	13%	0.8
Cc1cc(/C=N/NC(=O)C(=O)NCc2ccccn2)c(C)n1-c1ccccc1	-1%	3%	i	2.2%	2%	10%	16%	11%	-2.2
O=C(COC(=O)c1ccc([N+](=O)[O-])o1)Nc1nc2ccccc2s1	?	-3%	i	20%	2%	-7%	-4%	7%	-1.8
